APE1 inh: qHTS Assay for Inhibitors of the Human Apurinic/apyrimidinic Endonuclease 1 (APE1). DNA repair nuclease/redox regulator APEX1 (Homo sapiens), P27695. recombinant APE1, TAMRA/BHQ-2 abasic DNA cleavage fluorescence. Potency, µM (doses to about 65.8 µM), for inactives: at the top dose activity change, negative = inhibition, actives largely listed as inhibitors. 350,000 tested, 0.35% active;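 also: potency is read from the fitted curve at half-maximal effect; plate controls were vehicle for no effect and reference inhibitor for full effect; nearly all actives have a fitted effect of over 55% in size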
Target sequence (P27695 whole entry, looked up): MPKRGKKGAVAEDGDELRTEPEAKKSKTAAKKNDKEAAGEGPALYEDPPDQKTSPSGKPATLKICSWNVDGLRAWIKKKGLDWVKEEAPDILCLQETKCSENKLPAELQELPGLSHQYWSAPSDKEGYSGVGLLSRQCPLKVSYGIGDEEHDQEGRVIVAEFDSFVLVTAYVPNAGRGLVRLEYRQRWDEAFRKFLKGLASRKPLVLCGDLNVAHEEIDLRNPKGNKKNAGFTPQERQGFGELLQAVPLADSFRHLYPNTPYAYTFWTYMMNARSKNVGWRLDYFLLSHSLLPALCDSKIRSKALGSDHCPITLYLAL
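Incision of a quenched TAMRA/BHQ-2 THF abasic-site duplex (50 nM) by 0.75 nM APE1, after 15 min compound preincubation, measured as fluorescence increase over three 60 s reads. Values normalized to buffer, DMSO and NSC13755 control wells.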
Anesthetic bind: qHTS Assay for Identification of Novel General Anesthetics. Potency, µM (top dose mostly 77.5 µM), for the others: at the top dose activity change, negative = displacement, hits mostly inhibitors. 350,000 tested, 0.074% active. apoferritin/1-aminoanthracene competitive binding, fluorescence. AID 485281, 2010. Ferritin light chain (Equus caballus), P02791; also: potency is read from the fitted curve at half-maximal effect; % is scaled to controls: 0 for no effect and ±100 for the full control effect; nearly all actives have a fitted effect of over 20% in size
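Apoferritin-based anesthetic binding model; compound displacement of fluorescent 1-AMA measured as endpoint fluorescence after 10 minutes at room temperature, scaled to free-ligand and complex controls.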
BLM inh: qHTS Assay for Inhibitors of Bloom's syndrome helicase (BLM); recombinant BLM DNA unwinding, fluorescence dequenching; Potency, µM (highest dose often 56.1 µM), inactives show at the highest dose activity change, negative = inhibition, actives largely listed as inhibitors; 350,000 tested, 0.2% active;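 also: potency is read from the fitted curve at half-maximal effect; plate controls were vehicle for no effect and no enzyme for full effect; nearly all actives have a fitted effect of over 35% in size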
GRP78 ERSR act: qHTS for Inducers of the Endoplasmic Reticulum Stress Response (ERSR) in Human Glioma: qHTS; U87-MG GRP78 promoter luciferase reporter, 16 h; Potency, µM, for the others: top-dose activation, hits mostly activators; 420,000 tested, 0.02% active; AID 602332, 2012; also: potency is read from the fitted curve at half-maximal effect; series mostly up to about 76 µM; % of control where 0% means no effect; nearly all actives have a fitted effect of over 35% in size
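Stably transfected U87-MG glioma cells carrying a GRP78-based luciferase sensor; 16 h compound incubation. Luminescence end-point read 10 min after Bright-Glo addition at room temperature.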
POLB inh: qHTS Assay for Inhibitors of DNA Polymerase Beta | P06746 | Pol beta primer extension/strand displacement, fluorescence kinetic | Potency, µM (series often up to 114 µM), without a hit: at the highest dose activity change, negative = inhibition, usual class: inhibitors | 340,000 tested, 1.3% active; also: potency is read from the fitted curve at half-maximal effect; % is scaled to controls: 0 for no effect and ±100 for the full control effect
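Kinetic readout of DNA synthesis with strand displacement by Pol beta. Compound and 10 nM enzyme sit 15 min at room temperature; 50 nM substrate starts the reaction, read immediately and at 10 min.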
POLK inh: qHTS for Inhibitors of Polymerase Kappa. DNA polymerase kappa (Homo sapiens), Q9UBT6. purified Pol kappa, fluorescent DNA synthesis assay, 10 min. Potency, µM (top dose mostly 107 µM), for inactives: at the top dose activity, negative = inhibition, usual class: inhibitors. 400,000 tested, 0.53% active. AID 588579, 2011; also: potency is read from the fitted curve at half-maximal effect; % is scaled to controls: 0 for no effect and ±100 for the full control effect
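Inhibition of 10 nM Pol kappa is measured by a fluorescent read-out at 0 and 10 min following addition of 50 nM substrate (final), with a 15-min room-temperature compound preincubation.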
POLH inh: qHTS for Inhibitors of Polymerase Eta | DNA polymerase eta (Homo sapiens), Q9Y253 | recombinant Pol eta, fluorescent DNA replication assay | Potency, µM (titrated, usually from 114 µM), for the others: at the highest dose activity change, negative = inhibition, most hits filed as inhibitors | 390,000 tested, 1.2% active | AID 588591, 2011; also: potency is read from the fitted curve at half-maximal effect; % is scaled to controls: 0 for no effect and ±100 for the full control effect
Target sequence (Q9Y253 whole entry, looked up): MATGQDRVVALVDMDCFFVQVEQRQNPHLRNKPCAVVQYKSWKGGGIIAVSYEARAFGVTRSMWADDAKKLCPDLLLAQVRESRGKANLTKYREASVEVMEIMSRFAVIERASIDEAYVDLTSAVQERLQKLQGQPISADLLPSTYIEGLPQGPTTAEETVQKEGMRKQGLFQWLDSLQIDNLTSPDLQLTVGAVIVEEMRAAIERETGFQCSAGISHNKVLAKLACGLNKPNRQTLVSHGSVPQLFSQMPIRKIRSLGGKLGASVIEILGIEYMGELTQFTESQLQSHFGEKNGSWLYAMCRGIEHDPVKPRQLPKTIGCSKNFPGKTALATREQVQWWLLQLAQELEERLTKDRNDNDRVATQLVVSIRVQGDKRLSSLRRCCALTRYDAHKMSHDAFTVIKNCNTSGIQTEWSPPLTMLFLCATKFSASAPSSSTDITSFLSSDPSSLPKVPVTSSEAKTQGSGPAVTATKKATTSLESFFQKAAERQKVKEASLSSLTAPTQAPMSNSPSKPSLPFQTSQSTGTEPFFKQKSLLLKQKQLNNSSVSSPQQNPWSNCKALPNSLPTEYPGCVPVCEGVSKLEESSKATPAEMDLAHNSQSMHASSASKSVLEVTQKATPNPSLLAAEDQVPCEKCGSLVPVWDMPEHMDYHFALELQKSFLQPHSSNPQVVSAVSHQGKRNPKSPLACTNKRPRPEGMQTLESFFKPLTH
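Fluorescent replication assay: 50 nM final substrate added after a 15 min room-temperature compound preincubation with 10 nM enzyme. Signal taken at 0 min and again at 10 min.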
LDHA block: qHTS assay for inhibitors of human lactate dehydrogenase; L-lactate dehydrogenase A chain (Homo sapiens), P00338; purified LDHA, NADH/diaphorase-resazurin fluorescence; hits give low values; activity change, % (values are at about 110 or 230 µM); 480,000 tested, 0.15% active; AID 1347041, 2019; in the data active = activity change below about -30%; inconclusive = mostly about -25% to -30%;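 also: plate controls were DMSO wells for no effect and wells without enzyme for full effect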
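Resorufin fluorescence (ex540/em590), read at 0 and 20 min after diaphorase/resazurin addition, reports the NADH left after a 5 min room-temperature reaction of 2 nM human LDH5 with 0.06 mM NADH and 0.2 mM pyruvate.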
POLI inh: qHTS for Inhibitors of Polymerase Iota. Pol iota fluorescent replication assay, 10 min. AID 588590, 2011. Potency, µM (highest dose often 115 µM), without a hit: at the highest dose activity, negative = inhibition, usual class: inhibitors. 390,000 tested, 1% active; also: potency is read from the fitted curve at half-maximal effect
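Fluorescent replication assay read twice, at 0 min and 10 min after adding 50 nM (final) substrate. Enzyme (10 nM) and compounds were first incubated 15 min at room temperature; enzyme-free buffer wells were negative controls.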
* marks the source's active call; other numbers are inactive results; ? = inconclusive; / = no result given; & = joins results of further samples; [ ] = another dose, or the depositor's remark. Unless noted, calls follow the shape of the dose curve; as a rule, active = well fitted curve in the direction sought with a large enough effect; inconclusive = small, poorly fitted or top-dose-only effect, or another doubt; inactive = no such curve, though single readings can be large; an effect the other way counts as inactive or inconclusive. This is a subset, so the mix of outcomes need not match the whole.

[1] CCn1cc(S(=O)(=O)Nc2ncccn2)cn1
[2] CC(=O)N1c2ccc(S(=O)(=O)N3CCCCCC3)cc2CC1C(=O)NCc1ccccc1C (configuration not stated)
[3] COc1cccc(NC(=O)CN(C)C(=O)CC2CCCC2)c1
[4] C#Cc1ccc([C@@H]2C=C(C(=O)N3CCN(Cc4ccc5c(c4)OCO5)CC3)O[C@H](OCC)[C@H]2CCCO)cc1
[5] Cc1cc(C)cc(NS(=O)(=O)c2ccc(Oc3ncc(C(F)(F)F)cc3Cl)cc2)c1
[6] COc1cc2c(cc1OC)C(NC(=O)C(F)(F)F)C/C2=N\O (configuration not stated)
compound no.,1,2,3,4,5,6
POLI inh,12%,3%,?,-21%,?,33%[activator]
LDHA block,-11,-12,1,-4,14,-5
Anesthetic bind,-7%,12%,/,-18%,-16%,0%
BLM inh,-2%,-3%,/,-4%,-16%,-4%
POLB inh,-1%,25%,/,16%,?,9%
GRP78 ERSR act,-7%,-3%,2%,-2%,-3%,-2%
POLK inh,0%,-4%[60.1 µM],-3%,-19%,-10%,-10%
APE1 inh,-12%,/,/,-7%,-4%,-3%
POLH inh,5%,-1%,-8%,-7%,-25%,-6%

Overlap with the part before: three compounds; new compounds follow.
[4] C#Cc1ccc([C@@H]2C=C(C(=O)N3CCN(Cc4ccc5c(c4)OCO5)CC3)O[C@H](OCC)[C@H]2CCCO)cc1
[5] Cc1cc(C)cc(NS(=O)(=O)c2ccc(Oc3ncc(C(F)(F)F)cc3Cl)cc2)c1
[6] COc1cc2c(cc1OC)C(NC(=O)C(F)(F)F)C/C2=N\O (configuration not stated)
[7] O=C(c1cc(-c2ccc(O)cc2)on1)N1CCN(c2ccc(F)cc2)CC1
[8] CC1CC(C)CN(C(=O)c2cccc(N3C(=O)c4ccccc4C3=O)c2)C1 (configuration not stated)
[9] Cc1noc(C)c1S(=O)(=O)N1CCC(C(=O)N2CCN(Cc3ccc4c(c3)OCO4)CC2)CC1
[10] O=C1CCCC2=C1C(Cc1ccccc1)C1=C(CCCC1=O)O2
[11] CCOc1ccc(NC(=O)c2cnn(-c3ccccc3)c2-n2cccc2)cc1
[12] O=C(CCN1CCc2ccccc2C1)c1ccc2c(c1)OCCO2
compound no.,4,5,6,7,8,9,10,11,12
POLI inh,-21%,?,33%[activator],7%,21%,-9%,13%,-25%,1%
LDHA block,-4,14,-5,2,3,0,6,-5,-6
Anesthetic bind,-18%,-16%,0%,-19%,/,-7%,-19%,-15%,?
BLM inh,-4%,-16%,-4%,-10%,/,0%,0%,-2%,46%[activator]
POLB inh,16%,?,9%,-28%,/,-13%,32%,29%,0%
GRP78 ERSR act,-2%,-3%,-2%,8%,0%,-5%,-5%,-2%,-6%
POLK inh,-19%,-10%,-10%,0%,10%,-6%,-12%,1%,-9%
APE1 inh,-7%,-4%,-3%,-24%,-5%,-4%,13%,/,4%
POLH inh,-7%,-25%,-6%,-25%,-3%,-9%,-14%,5%,-4%

Only LDHA block (two entries from above):
item | molecule | LDHA block
9 | Cc1noc(C)c1S(=O)(=O)N1CCC(C(=O)N2CCN(Cc3ccc4c(c3)OCO4)CC2)CC1 | 0
12 | O=C(CCN1CCc2ccccc2C1)c1ccc2c(c1)OCCO2 | -6

(cont.)
[13] CCn1cc(CNC(=O)NC2CCCCC2)c(C)n1
[14] O=C(O)c1cc(-c2cccs2)[nH]n1
[15] COC(=O)[C@H](Cc1ccccc1)NC(=O)NCCc1ccc(S(N)(=O)=O)cc1
[16] COc1ccc(Cl)cc1C(=O)NCc1nnnn1-c1ccccc1
[17] Cc1ccc(-c2ccnc3c(Br)c(C)nn23)cc1
[18] CCCNC(=O)Cn1c(=O)oc2ccccc21
compound no.,13,14,15,16,17,18
POLI inh,17%,8%,5%,11%,-5%,2%
LDHA block,-2,-3,-12,-1,-2,1
Anesthetic bind,-2%,0%,-14%,42%[activator],-11%,-6%
BLM inh,0%,0%,-6%,-2%,-1%,1%
POLB inh,1%,-14%,51%,8%,14%,28%
GRP78 ERSR act,0%,-5%,-3%,-3%,1%,-7%
POLK inh,-2%,5%,-13%,-1%[60.1 µM],-4%,1%
APE1 inh,-3%,-2%,-2%,/,-7%,13%
POLH inh,-16%,-14%,-6%,-8%,-13%,-15%

[19] O=[N+]([O-])c1ccc(S(=O)(=O)NCCN2CCOCC2)cc1
[20] COc1ccc([N+](=O)[O-])cc1NC(=O)c1cccs1
[21] CCOC(=O)CNS(=O)(=O)c1cc(-c2nnc(Nc3ccc4c(c3)OCO4)c3ccccc23)ccc1C
[22] CCC(=O)Nc1ccc2c(c1)OCCO2
[23] O=C(O)C1C2C=CC(C2)C1C(=O)NCCCN1CCOCC1 (configuration not stated)
[24] O=C(O)C(Cc1ccccc1)N1C(=O)c2ccccc2C1=O (configuration not stated)
compound no.,19,20,21,22,23,24
POLI inh,86%[activator],-5%,0%,-1%,14%,12%
LDHA block,5,2,-3,-5,-1,-2
Anesthetic bind,-13%,-16%,26%,-11%,9%,0%
BLM inh,-5%,-4%,-4%,-3%,-2%,-2%
POLB inh,-1%,-1%,-28%,31%[activator],0%,7%
GRP78 ERSR act,-5%,-3%,?,-6%,-1%,-5%
POLK inh,3%,-17%,-14%,6%,-1%,5%
APE1 inh,1%,-3%,1%,-1%,0%,5%
POLH inh,-8%,5%,-2%,-11%,-11%,-4%

[25] CC(=O)N1CCc2cc(Br)cc(S(=O)(=O)NCCc3cccc(C)c3)c21
[26] COCCCNC(=O)CCCC(=O)NCCCOC
[27] Fc1ccc(Cc2cn3cc(-c4ccc(F)cc4)nc3s2)cc1
[28] COc1ccc(COc2cc(-c3cccc(OC)c3)nc3ccc(N)cc23)cc1
[29] Cc1ccc([N+](=O)[O-])cc1NC(=S)NC(=O)c1ccco1
[30] Cc1cc(C(=O)NNc2ccc(F)cc2)no1
compound no.,25,26,27,28,29,30
POLI inh,22%,4%,26%,15%,20%,147%[activator]
LDHA block,-4,-5,-10,1,-4,0
Anesthetic bind,-8%,1%,-5%,11%[110 µM],0%,1%
BLM inh,0%,0%,0%,-10%[75.6 µM],-3%,3%
POLB inh,6%,20%,1%,-18%,8%,6%
GRP78 ERSR act,-4%,-2%,-8%,-3%&-2%,-2%,-2%
POLK inh,-10%[60.1 µM],-16%,-5%,-6%[60.1 µM],-15%,-6%
APE1 inh,/,2%,/,-11%&1%,4%,0%
POLH inh,-8%,-2%,-20%,-21%,-23%,-9%

[31] CC(C)(C)c1nc2c(s1)CCc1onc(-c3ccc(Br)cc3)c1-2
[32] Nc1ncc2c(n1)-c1ccoc1CC2
[33] COc1cc(/C=C/C(=O)O)cc(S(=O)(=O)NCCO)c1OC
[34] Cc1ccccc1/C=C/c1nc2ccccc2c(=O)n1Cc1ccccc1
[35] O=C(NCc1cn2ccccc2n1)c1ccc(Br)o1
[36] O=C(c1ccccn1)N(c1ccccc1)C1(C(=O)NC2CCCCC2)CCCCC1
compound no.,31,32,33,34,35,36
POLI inh,-8%,143%[activator],206%[activator],9%,-18%,176%[activator]
LDHA block,0,-3,-1,-7,-13,-2
Anesthetic bind,/,1%,1%,0%,-10%,-5%
BLM inh,/,-1%,2%,-5%,2%,-3%
POLB inh,/,22%,10%,-13%,-11%,18%
GRP78 ERSR act,-5%,-3%,2%,-6%,-3%,-2%
POLK inh,3%,-12%,-5%,-4%,0%,-2%
APE1 inh,/,36%,3%,-4%,2%,12%
POLH inh,-22%,-4%,-17%,-3%,0%,-15%

[37] COc1ccccc1OC(C)C(=O)N1CCN(CCc2ccccn2)CC1 (configuration not stated)
[38] CC(Oc1ccccc1)c1ccnn1S(C)(=O)=O (configuration not stated)
[39] O=C1CN(c2ccccc2F)C(=O)CN1c1ccccc1F
[40] N#CCCn1c(=O)c(-c2cccs2)nc2cnc(N3CCOCC3)nc21
[41] O=C(Nc1nccs1)c1cccc(S(=O)(=O)N2CCCC2)c1
[42] CCOc1cc(/C=N/NC(=O)c2cc(-c3cccnc3)nc3ccccc23)ccc1O
compound no.,37,38,39,40,41,42
POLI inh,33%[activator],8%,27%,/,16%,81%
LDHA block,-11,6,-10,/,1,1
Anesthetic bind,3%,-11%,-1%,/,-4%,-14%
BLM inh,-3%,-1%,-2%,1%,0%,-3%
POLB inh,-8%,25%,-2%,/,14%,13%
GRP78 ERSR act,0%,-1%,2%,6%,-5%,-4%
POLK inh,-16%,-7%,0%,-6%[60.1 µM],3%,-19%
APE1 inh,/,19%,1%,1%,-3%,-3%
POLH inh,-14%,-4%,4%,/,-21%,-9%

[43] CC(C(=O)NC(C)(C)C)N1C(=O)c2cccc3cccc(c23)C1=O (configuration not stated)
[44] CC(C)N(CCC(=O)c1ccc2ccccc2c1)Cc1ccccc1
[45] N/C(Cc1ccc([N+](=O)[O-])cc1)=N\OC(=O)C1CCCCC1
[46] CC1=CC(C)(C)N(C(=O)CSc2nccn2C)c2cc(C)ccc21
[47] Clc1ccc(CN2CCN(c3ncccn3)CC2)c(Cl)c1
[48] O=C(Cn1c(=O)n(-c2ccc(F)cc2)c(=O)c2sccc21)N1CCCC1
compound no.,43,44,45,46,47,48
POLI inh,55%[activator],?,13%,-10%,-2%,12%
LDHA block,-7,-8&1,-1,-1,-10,0
Anesthetic bind,?,/,-15%,-17%,-16%,-6%
BLM inh,-1%,-8%,1%,-3%,-2%,-4%
POLB inh,16%,?,?,-1%,12%,-1%
GRP78 ERSR act,-2%,-15%&-12%&-11%,6%,1%,-1%,-4%
POLK inh,-15%,4%[60.1 µM],1%,4%,17%,-8%
APE1 inh,-8%,-11%&-1%&1%,2%,0%,-11%,3%
POLH inh,0%,-8%,-26%,7%,-10%,-3%

Screening results deposited in PubChem by National Center for Advancing Translational Sciences (NCATS).
